Nrf2 block: Nrf2 qHTS screen for inhibitors | A549 ARE-Fluc reporter, luciferase luminescence, 18-24 h | Potency, µM (highest dose often 46 µM), for the others: top-dose activity change, negative = inhibition, actives largely listed as inhibitors | actives 2.1% (n = 360,000); also: potency is read from the fitted curve at half-maximal effect; % is scaled to controls: 0 for no effect and ±100 for the full control effect; nearly all actives have a fitted effect of over 60% in size
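Concentration-response testing used A549 ARE_Fluc cells at 5000 cells/well. Following an 18-24 h compound incubation, viability was read by fluorescence (Ex 405/Em 525) and luciferase output by luminescence.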
Nrf2 ARE act: qHTS of Nrf2 Activators | AREc32 ARE-luciferase reporter (MCF7-derived line), luminescence, 24 h | actives 0.31% (n = 410,000) | Potency, µM (top dose mostly 46.1 µM), without a hit: at the highest dose activation, hits mostly activators; also: potency is read from the fitted curve at half-maximal effect; % of control where 0% means no effect; nearly all actives have a fitted effect of over 65% in size
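Reporter line AREc32 (ARE-Fluc), seeded overnight in OPTI-MEM with 5% FBS; compound pin-transferred, 24 hr at 37 deg C, 5% CO2; luminescent read-out.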
pAkt inh: HTS Assay for Inhibitors of Akt Phophorylation: Primary Screen; Neuro2A IGF-stimulated pAkt S473 HTRF, 20 min; hits give low values; activity change, % for hits at 50 µM; actives 0.32% (n = 360,000); in the data active = activity change below about -80%; inconclusive = mostly about -51% to -80%; also: % is scaled to controls: 0 for no effect and ±100 for the full control effect
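Neuro2A cells (4,500/well, DMEM with 0.5% FBS) were treated with compound at a single 50 µM final concentration, stimulated with 6 nM IGF for 20 min at 37 °C, and lysed. Phospho-Akt Ser473 was read by HTRF as 665/615 ratio ×10^4.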
TGFb SMAD3 inh: qHTS for Inhibitors of TGF-b | AID 588855, 2011 | HepG2 CAGA-GFP TGF-b/SMAD3 reporter, GFP fluorescence, 18 h; TGF-beta stimulated, 500 pg/mL final | Potency, µM (doses to about 46.1 µM), without a hit: at the highest dose activity, negative = inhibition, usual class: inhibitors | actives 1.2% (n = 410,000); also: potency is read from the fitted curve at half-maximal effect; % is scaled to controls: 0 for no effect and ±100 for the full control effect; nearly all actives have a fitted effect of over 65% in size
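Smad-responsive CAGA-GFP expression was quantified in HEPG2 cells exposed to compounds and 500 pg/mL final TGF-beta for 18 h at 37 degrees C; unstimulated wells defined full inhibition.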
HepG2 viability: qHTS for Inhibitors of TGF-b: Cytotox Counterscreen; HepG2 CAGA-GFP viability, ATP luminescence, 18 h; actives 0.76% (n = 410,000); Potency, µM (highest dose often 46.1 µM), for the others: at the highest dose activity change, negative = cytotoxicity, actives largely listed as cytotoxic; also: potency is read from the fitted curve at half-maximal effect; some results filed as inactive show a strong effect at the top dose
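CellTiter-Glo luminescence gave cytotoxicity after 18 hours at 37 degrees C. The cells were HepG2 CAGA-GFP in 1% FBS DMEM, stimulated with 500 pg/mL TGF-beta after compound addition. %Activity was normalised to no-cell wells (complete cell-killing) and DMSO (no toxicity), and curves were fitted and classified.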
CCT chaperon mod: High-Throughput Screening for Modulators of Cytosolic Chaperonin Activity. purified chaperonin ATPase assay, HTRF ADP detection, 30 min. activity change, % (no concentration beside the values), hits read low. actives 0.3% (n = 360,000); in the data active = activity change below about -30%; also: % is scaled to controls: 0 for no effect and ±100 for the full control effect
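TRiC at 40 or 20 nM final (batch-dependent) in 30 mM Tris pH 7.4, 100 mM KCl, 5 mM MgCl2, 1 mM DTT, with compound at single 76 uM and 10 uM ATP, 30 min at 37 deg C. ADP detected by HTRF Transcreener, 665/615 ratio.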
A549 tox: Nrf2 qHTS screen for inhibitors: counterscreen for cytotoxicity | A549 ARE-Fluc cells, CellTiter-Fluor viability, 18-24 h | Potency, µM (titrated, usually from 46 µM), without a hit: top-dose activity change, negative = cytotoxicity, hits mostly inhibitors | actives 0.16% (n = 390,000) | AID 504648, 2011; also: potency is read from the fitted curve at half-maximal effect; % is scaled to controls: 0 for no effect and ±100 for the full control effect
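A549 ARE_Fluc cells in 5% FBS OPTI-MEM were exposed to compounds in concentration-response for 18-24 h at 37 deg C. Viability was read by CellTiter-Fluor fluorescence (Ex 405/Em 525) after 30 min, before the luciferase read.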
Mm-Cpn inhibitor: Inhibitors of TCP-1 ring complex (TRiC) of Methanococcus maripaludis (MmCpn): qHTS; purified Mm-Cpn ATPase, ADP Transcreener TR-FRET; Potency, µM (series often up to 76.9 µM), for inactives: top-dose activity, negative = inhibition, usual class: inhibitors; actives 0.031% (n = 330,000); also: potency is read from the fitted curve at half-maximal effect; % is scaled to controls: 0 for no effect and ±100 for the full control effect; nearly all actives have a fitted effect of over 80% in size
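ATPase turnover read by TR-FRET ADP competition (Eu cryptate antibody/ADP-d2, 665/590 nm): 10uM ATP final, 25nM Mm-CPN final, 30 min 37degC after 10-min compound preincubation, pH 7.4 Tris/KCl/MgCl2/DTT buffer.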
ATXN viability: Viability Counterscreen for Primary qHTS for Inhibitors of ATXN expression; actives 0.49% (n = 400,000); Potency, µM (series often up to 56.7 µM), hits mostly cytotoxic; S2 cells (HEK-293 line with an ATXN2-luciferase reporter) viability, CellTiter-Fluor protease fluorescence, 24 h; also: potency is read from the fitted curve at half-maximal effect; nearly all actives have a fitted effect of over 40% in size
An asterisk follows results filed as active; i = inactive; u = inconclusive; x = no result given. Unless noted, calls follow the shape of the dose curve; as a rule, active = well fitted curve in the direction sought with a large enough effect; inconclusive = small, poorly fitted or top-dose-only effect, or another doubt; inactive = no such curve, though single readings can be large; an effect the other way counts as inactive or inconclusive. Not a hit list (roughly 4.4% active in at least one column).

Compound,HepG2 viability,A549 tox,Nrf2 ARE act,Nrf2 block,pAkt inh,TGFb SMAD3 inh,ATXN viability,Mm-Cpn inhibitor,CCT chaperon mod
O=c1[nH]c(NNC(=S)NCc2ccccc2)nc2c1C1(CCCCC1)Cc1ccccc1-2,-70.7%,3.4%,-0.3%,u,i,u,u,1.4%,1.7
COc1ccc(NC(=O)C2CC(=O)n3c(nc4ccccc43)N2)cc1 (stereo unspecified),9.9%,-5.3%,-0.5%,3.8%,i,-0.6%,i,-1.6%,-1.0
CN1OC[C@@H]2CN[C@H](c3cccc(-c4ccc(C#N)cc4)c3)C[C@@H]21,-4.7%,-10.2%,2.8%,10.8%,i,15.7%,i,x,2.4
O=C(COC(=O)C1(c2ccc(F)cc2)CCCC1)NC1CC1,-16.1%,2.9%,-0.5%,-10.6%,i,1.0%,i,3.4%,-3.5
c1ccc(-c2noc(CC3CCCCC3)n2)cc1,5.0%,0.4%,2.5%,u,i,-19.5%,i,0.6%,1.8
COc1ccc(N=CC2=C(O)CC(C)(C)CC2=O)cc1OC,3.8%,2.1%,-0.1%,5.2%,i,14.3%,i,1.8%,1.0
COC(=O)[C@@H]1C[C@H]2CC[C@H](O)C[C@H]2N1Cc1ccc(C(C)(C)C)cc1,-15.5%,13.1%,4.1%,u,i,0.7%,i,0.1%,-0.5
Cc1ccc(CC2C(=O)N(c3ccccc3)C(=O)C2C)cc1 (stereo unspecified),16.3%,14.4%,0.1%,24.2%,i,8.4%,i,-0.1%,-0.8
C=CCNC(=S)NNC(=O)C(CC(C)C)CC(C)O (stereo unspecified),14.3%,3.2%,-1.6%,7.5%,i,10.3%,i,2.0%,-1.1
CCOC(=O)C1C(=O)C=C(c2ccc(OC)cc2)CC1c1ccco1 (stereo unspecified),-2.4%,2.1%,5.0%,-16.2%,i,-9.5%,i,-1.8%,-3.6
Cc1ccc(/C=C2\SC(N)=NC2=O)s1,-3.9%,-14.4%,4.5%,3.4%,i,3.3%,u,-1.3%,-1.6
CCCN(C(=O)COC(=O)Cn1c(=O)oc2ccccc21)c1c(N)n(Cc2ccccc2)c(=O)[nH]c1=O,-21.5%,-1.1%,-0.4%,-3.4%,i,-10.8%,i,-4.7%,-1.4
COc1ccc(CC(=O)Oc2cc(C)ccc2C)cc1,-12.2%,0.9%,1.2%,5.1%,i,-1.8%,i,1.3%,0.1
C/C(=N\Nc1ccc(C(=O)O)cc1)c1ccc(Cl)s1,0.9%,1.9%,-0.8%,u,i,3.0%,i,-1.0%,-1.7
CCOC(=O)/C(=C\c1ccc(OC(F)F)cc1)C1=Nn2c(nnc2-c2ccc(Cl)cc2)SC1,2.51µM*,u,u,u,i,3.98µM*,u,-3.9%,-4.1
CC1CCN(C(=O)CSc2nnc3ccccn23)CC1,-33.4%,1.2%,0.3%,u,i,3.7%,i,1.9%,-2.4
Nc1ccc(-c2nc3ccccc3[nH]2)cc1,2.8%,0.7%,-0.5%,u,i,-6.2%,i,-7.1%,0.6
CCn1c(SCc2nc(-c3cccs3)no2)nnc1-c1c[nH]c2ccccc12,-25.0%,u,-0.5%,18.4µM*,i,u,u,1.8%,-2.8
Brc1cccc(-c2nnc(SCc3nc4ccccc4[nH]3)o2)c1,-6.3%,-5.6%,11.8%,u,i,u,i,-6.6%,2.0
CCCNC(=O)CN1C(=O)COc2ccc(S(=O)(=O)N3CCC(C)CC3)cc21,-9.8%,-11.3%,-0.5%,2.8%,x,7.6%,i,x,x
CC(=O)Nc1ccc(N(C(=O)c2cnccn2)C(C(=O)NC2CCCCC2)c2ccc(F)cc2)cc1 (stereo unspecified),5.7%,2.4%,1.4%,5.0%,i,4.6%,i,2.2%,0.8
Cc1nn(-c2ccccc2)c2sc(C(=O)OCn3nnc4ccccc4c3=O)cc12,-20.4%,7.5%,0.8%,4.2%,i,13.1%,i,0.8%,-1.2
CC(NC(=O)COC(=O)C1CC1C)c1ccccc1 (stereo unspecified),13.4%,-1.3%,-0.1%,3.3%,i,0.7%,i,0.7%,1.3
CC(=O)Nc1ccc(C(=O)N2CCCC(c3cc(C(=O)NCc4ccccc4)no3)C2)cc1 (stereo unspecified),-19.8%,x,0.1%,x,i,-1.6%,i,x,-1.6
CCOC(=O)CN(C)Cc1cn[nH]c1-c1ccc2cc(OC)ccc2c1,-0.9%,-7.3%,0.5%,3.4%,i,-9.9%,i,-1.2%,-5.6
O=C(NCCc1cccs1)C1CCC(=O)N(CCc2cccc(F)c2)C1 (stereo unspecified),0.4%,0.6%,-0.6%,11.4%,i,3.4%,i,-1.5%,0.0
CSc1ncccc1C(=O)OCC(=O)c1cc(C)n(C)c1C,1.2%,2.0%,0.4%,u,i,-8.7%,i,-24.3%,-0.8
Cc1cccc(N2CCN(C(=O)c3cnn(-c4ccccc4Cl)c3C3CCN(C(=O)OC(C)(C)C)CC3)CC2C)c1 (stereo unspecified),-0.6%,-4.0%,0.4%,-10.1%,x,5.5%,x,x,x
O=C(N/N=C\c1ccc(COc2ccc([N+](=O)[O-])cc2)o1)c1ccc(Cl)cc1,-16.2%,-3.1%,0.1%,u,i,-0.5%,i,-0.4%,1.8
CCOC(=O)Cc1csc(NC(=O)c2c(-c3c(Cl)cccc3Cl)noc2C)n1,-32.1%,-9.3%,1.6%,0.4%,i,-10.2%,i,-4.1%,0.4
O=C(Nc1cccc(S(=O)(=O)N2CCOCC2)c1)c1ccccc1[N+](=O)[O-],-2.2%,5.3%,-0.7%,0.9%,i,4.6%,i,0.3%,0.5
Cc1cccc(-c2nc(C)c(CCNC(=O)C(=O)Nc3ccccc3C#N)s2)c1,-6.6%,4.1%,0.5%,x,x,-7.1%,i,x,x
CN(C)S(=O)(=O)c1ccc(C(=O)NCc2nnc(SCC(=O)N3CCCC3)o2)cc1,-9.3%,2.0%,-1.2%,5.6%,i,0.3%,i,-3.8%,-4.5
Nc1cc(-c2ccccc2)nn1Cc1ccccc1,1.9%,-1.0%,1.5%,15.7%,i,8.5%,x,-4.3%,0.2
Cc1cc(N2CCC(C)CC2)nc(-n2nc(C)cc2C)n1,-4.9%,13.8%,0.2%,x,i,-1.8%,i,-0.9%,-0.8
O=c1c2ccccc2sn1-c1ccccc1,-59.6%,-11.5%,u,7.5%,-106.7%*,15.8µM*,x,-1.2%,0.0

Of the compounds above, these have a furan ring, fused or not.
Compound,HepG2 viability,A549 tox,Nrf2 ARE act,Nrf2 block,pAkt inh,TGFb SMAD3 inh,ATXN viability,Mm-Cpn inhibitor,CCT chaperon mod
CCOC(=O)C1C(=O)C=C(c2ccc(OC)cc2)CC1c1ccco1 (stereo unspecified),-2.4%,2.1%,5.0%,-16.2%,i,-9.5%,i,-1.8%,-3.6
O=C(N/N=C\c1ccc(COc2ccc([N+](=O)[O-])cc2)o1)c1ccc(Cl)cc1,-16.2%,-3.1%,0.1%,u,i,-0.5%,i,-0.4%,1.8

(more compounds)
Compound,HepG2 viability,A549 tox,Nrf2 ARE act,Nrf2 block,pAkt inh,TGFb SMAD3 inh,ATXN viability,Mm-Cpn inhibitor,CCT chaperon mod
CC1(C)Cc2cccc(OCC(=O)NCc3ccccc3F)c2O1,2.3%,1.8%,-0.4%,20.8%,i,-4.1%,i,0.7%,-0.4
CCN(CC)CCCNc1nc2cc(OC)c(OC)cc2c2nc(-c3cccnc3)nn12,-30.5%,u,0.0%,19.4%,i,29.7%,i,1.9%,-3.5
CC(C)CNC(=O)C1CCCN(C(=O)NCc2ccccc2)C1 (stereo unspecified),-37.2%,2.3%,-1.3%,1.6%,i,5.4%,i,-0.8%,-2.6
C[C@@H]1CN([C@H](C)CO)C(=O)c2c(c3ccccc3n2C)-c2ccccc2CO[C@H]1CN(C)S(=O)(=O)c1cn(C)cn1,1.8%,x,-0.2%,x,i,5.6%,i,x,0.0
COc1cccc(CNC(=O)Cn2ncn3nc(-c4cccs4)cc3c2=O)c1OC,0.1%,-4.0%,0.2%,u,x,-24.8%,i,x,x
O=C(COc1cccc(-n2cnnn2)c1)Nc1ccccc1,-7.6%,6.6%,-0.1%,-15.6%,i,-14.3%,i,2.9%,-1.3
COC(=O)c1ccc(CN2CCC(CO)(Cc3cccc(OC)c3)CC2)cc1,-21.5%,-4.8%,2.9%,5.4%,i,-2.9%,i,2.3%,1.7
Cc1ccsc1CCN1C(=O)N(c2ccccc2)C(=O)C1CC(=O)Nc1ccc(F)cc1 (stereo unspecified),-38.8%,-19.7%,5.1%,-7.2%,x,u,u,x,x
S=C1CSc2ccccc2N1,-10.0%,3.2%,0.2%,-19.2%,i,0.5%,i,-8.8%,-1.5
CCOC(=O)c1cn(CC(=O)Nc2ccc(C)cc2)nn1,8.3%,-1.7%,-0.2%,1.2%,i,21.7%,i,2.8%,-1.7
CC(=O)c1c(C)[nH]c(C(=O)O)c1C,-11.5%,6.6%,0.4%,2.6%,i,-7.4%,i,2.7%,-4.6
Fc1ccc(-c2csc(=Nc3cccc(C(F)(F)F)c3)n2Cc2ccc3c(c2)OCO3)cc1,-44.3%,11.6%,u,u,x,u,i,x,x
COc1ccc(-c2cnc3c(NC(C)=O)cc(-c4cccc(NS(C)(=O)=O)c4)cn23)cc1OC,-20.3%,x,12.3%,x,i,15.2%,i,x,2.6
